Compound activity deposited in PubChem BioAssay by several laboratories.
PRMT1 FP inh: inhibitors of human PRMT1 | Q99873 | recombinant PRMT1, activity-based probe fluorescence polarization | inhibition, % at 2.79 µM | actives 1.3% (n = 370,000);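 active means inhibition above about 21% made by adding two undisclosed values, limit read from the data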
Target sequence (Q99873 whole entry, looked up): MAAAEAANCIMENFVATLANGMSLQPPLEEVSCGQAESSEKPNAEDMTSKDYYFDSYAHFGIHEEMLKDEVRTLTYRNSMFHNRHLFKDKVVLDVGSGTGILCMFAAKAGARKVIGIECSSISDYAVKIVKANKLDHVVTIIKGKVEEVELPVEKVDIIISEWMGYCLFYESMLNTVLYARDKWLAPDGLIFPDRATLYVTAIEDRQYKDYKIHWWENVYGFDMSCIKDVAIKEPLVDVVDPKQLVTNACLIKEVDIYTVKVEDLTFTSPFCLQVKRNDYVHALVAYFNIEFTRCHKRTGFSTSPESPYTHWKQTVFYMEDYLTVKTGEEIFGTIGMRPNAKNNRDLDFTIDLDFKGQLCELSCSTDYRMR
HTRA1 inhibitor: HTRA1 (human) protease inhibition. recombinant HTRA1, FP-rhodamine activity-based probe, fluorescence polarization. actives 0.5% (n = 340,000). inhibition, % at 5.96 µM. Q92743. AID 504803; in the data active means inhibition above about 36%;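 further: 0% = enzyme with DMSO and 100% = wells lacking enzyme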
PG9 binder: binds the HIV-1 gp120 antibody PG9; TR-FRET gp120-PG9 antibody binding; inhibition, % at 6.7 µM; actives 0.43% (n = 360,000); AID 624416; in the data active means inhibition above about 8.5%
TCR-CD3 inh: human TCR-CD3 binding inhibition. AID 651800. inhibition, % at 9.4 µM. actives 0.37% (n = 360,000). TAMRA-labeled TCR probe fluorescence, biochemical; in the data active means inhibition above about 19%;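 further: recombinant mutant TCR 2C K166C tagged with TAMRA read by polarization; 0% = receptor in buffer alone and 100% = receptor with positive control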
ABHD4 inh: inhibits mouse alpha/beta hydrolase domain 4. actives 0.54% (n = 370,000). Q8VD66. purified mABHD4, FP-Rh probe fluorescence polarization. inhibition, % at 8.92 µM;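 active means inhibition exceeding the mean over every tested compound plus 3 SD, cut at about 30% in these data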;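 further: 0% = plate median of compound wells and 100% = S159A mutant with DMSO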
Target sequence (Q8VD66 whole entry, looked up, the tested form may be a part): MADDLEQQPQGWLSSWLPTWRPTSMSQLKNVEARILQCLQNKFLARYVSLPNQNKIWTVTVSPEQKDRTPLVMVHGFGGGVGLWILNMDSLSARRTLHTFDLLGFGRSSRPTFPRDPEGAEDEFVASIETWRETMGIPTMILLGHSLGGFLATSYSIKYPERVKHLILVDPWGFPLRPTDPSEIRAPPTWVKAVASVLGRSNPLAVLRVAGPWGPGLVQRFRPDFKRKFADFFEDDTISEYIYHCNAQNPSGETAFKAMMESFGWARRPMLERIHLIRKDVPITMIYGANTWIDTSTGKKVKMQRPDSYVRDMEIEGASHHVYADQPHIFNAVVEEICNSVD
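Doses – 8.92 µM, single dose · Material – wild-type mouse ABHD4 protein · Replication – single well per compound (singlicate) · Measure – percent inhibition of probe binding, normalized to plate controls · Schedule – 45 min compound pre-incubation plus 60 min probe step, 25 °C · Detection – fluorescence polarization with parallel and perpendicular emission, 525/598 nm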
NR1D1 modulator: Rev-erb alpha (human) modulation | P20393 | Rev-erbα–FITC-DNA binding, fluorescence polarization, 90 min | activity, % at 10 µM | actives 0.79% (n = 370,000);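 active means activity above about 14%, limit read from the data; passing the limit was not always enough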;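 further: 0% = DMSO wells with 35 nM protein and 100% = DMSO wells with 750 nM protein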
TDP2 absorb: TDP2 (human) inhibition, absorbance primary screen | O95551 | recombinant TDP2, T5PNP hydrolysis, p-nitrophenol absorbance 415 nm | inhibition, % at 12.8 µM | actives 0.34% (n = 370,000) | AID 720702;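 active means inhibition above the mean of all tested compounds plus 3 SD, set per campaign, cut at about 25% in these data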;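 further: 0% = DMSO with enzyme and 100% = buffer with substrate but no TDP2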
Target sequence (O95551 whole entry, looked up): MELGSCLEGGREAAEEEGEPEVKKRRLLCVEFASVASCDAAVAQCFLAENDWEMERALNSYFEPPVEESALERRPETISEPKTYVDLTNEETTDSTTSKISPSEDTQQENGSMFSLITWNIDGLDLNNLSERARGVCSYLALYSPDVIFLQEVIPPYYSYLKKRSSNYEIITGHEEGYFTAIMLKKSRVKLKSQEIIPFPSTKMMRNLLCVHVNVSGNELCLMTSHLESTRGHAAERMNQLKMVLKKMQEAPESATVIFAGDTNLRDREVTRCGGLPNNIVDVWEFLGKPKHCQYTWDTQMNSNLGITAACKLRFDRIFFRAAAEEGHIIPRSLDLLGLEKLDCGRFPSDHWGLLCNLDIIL
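Material: recombinant human TDP2; quantity: TDP2 enzyme at 120 nM final; medium: Tris-HCl pH 7.5 with MgCl2; compound: single concentration, 12.8 µM nominal, with 1% DMSO; incubation: 2 h enzyme incubation at 37 °C; signal: epi absorbance; measure: percent inhibition; benchmarks: high control without enzyme, low control DMSO plus TDP2; repeats: singlicate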
rCAG binder: r(CAG) repeat RNA binding; TO-PRO-1 dye displacement fluorescence; inhibition, % at 3 µM; actives 1.3% (n = 370,000);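 active means inhibition above the plate cutoff, the mean of all test compounds on that plate plus 3 SD, cut at about 35% in these data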;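 further: 0% = DMSO alone and 100% = 100 µM mitoxantrone as full dye displacement; higher means more dye released from RNA so lower well fluorescence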
SIAE inh: inhibitors of human sialic acid acetylesterase SIAE. Q9HAT2. SIAE FP-Rh probe binding, fluorescence polarization. inhibition, % at 9.66 µM. actives 0.69% (n = 370,000). AID 1053197;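 active means inhibition above a cutoff: mean of compounds within the control limits plus 3 SD of those, cut at about 17% in these data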;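 further: 0% = plate median of compound wells and 100% = probe without SIAE protein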
LEDGF integ inh: blocks HIV-1 LEDGF/p75-dependent DNA integration; TR-FRET IN-LEDGF/p75 DNA integration, Eu/Cy5; inhibition, % at 3.7 µM; actives 0.64% (n = 370,000); AID 743269;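 active means inhibition above the screen-wide mean plus 3 SD, cut at about 13% in these data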;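 further: signal is the Cy5 over europium emission ratio at 671 and 618 nm; 0% = plate median of compound wells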
* hit, by the source's call; . = no result given. This is a subset; the hit share may differ from the screen's.

molecule	PRMT1 FP inh	HTRA1 inhibitor	PG9 binder	rCAG binder	TCR-CD3 inh	LEDGF integ inh	TDP2 absorb	ABHD4 inh	SIAE inh	NR1D1 modulator
O=C(O)CCn1c(=O)n(CCC(=O)O)c(=O)n(CCC(=O)O)c1=O	4	6	0.7	-3	1	-1	-1	9	-2	0
COc1ccc(OC)c2[nH]c(C(=O)N3CCC(C(=O)O)CC3)cc12	2	5	0.2	-3	-4	1	6	0	3	-1
c1ccc(SCCCCNC2CCCC2)cc1	2	-1	-0.2	3	1	1	15	15	4	-2
O=C(/C(=C(\[O-])c1ccccc1)[n+]1ccc2ccccc2c1)c1ccccc1	-2	-10	0.4	7	4	-2	7	4	2	-1
O=C(CCC(=O)Nc1ccccc1Cl)N/N=C/c1c[nH]c2ccccc12	0	-7	-1.6	8	6	2	-17	-2	1	1
CCO[C@H]1OC(C(=O)N2CCOCC2)=C[C@@H](c2ccc(C(F)(F)F)cc2)[C@@H]1CCCO	3	9	0.4	-9	2	-1	0	1	-1	-2
COc1ccc(-n2ccc(-c3nn(-c4cccc(C(F)(F)F)c4)ccc3=O)n2)cc1	3	-8	-0.1	-3	-4	1	8	4	-1	-1
COc1ccc(NC(=O)CSc2nc(O)cc(=O)n2-c2ccc(OC)cc2)cc1	1	-77	-0.5	40*	-4	4	-8	-9	-11	-7
O=C(Nc1ccc(Cl)cc1)OCc1cc(-c2ccccc2)on1	2	-11	-0.5	5	2	-2	9	-5	-3	-1
Cc1nc2ccccc2c2nc(NC(=O)C(F)(F)F)nn12	-1	2	-1.3	0	-1	1	5	1	14	4
COc1cccc(N=NC2C(=O)N(C(N)=S)N=C2C)c1 (stereo not given)	10	3	-5.7	6	-7	-8	-19	-3	-1	5
O=C(C[C@@H]1C/C=C\CC[C@H](Cc2ccc(F)cc2)C(=O)OC[C@@H]2CCCN2C1=O)NCCO	-4	5	-0.7	-8	1	0	2	0	-9	-2
C[C@@H]1CN([C@@H](C)CO)C(=O)c2cc(C#Cc3ccccc3)cnc2O[C@H]1CN(C)C(=O)c1ccccc1F	0	-10	-0.7	2	-4	-3	2	-3	-4	-3
CCc1ccccc1N=Nc1c(N)[nH]n(-c2ccccc2)c1=O	-2	.	.	15	.	6	-3	34*	12	2
Cc1cc(Cl)ccc1OCC(=O)NNC(=O)c1cccs1	-6	5	1.1	3	-1	0	-13	1	-1	-4
CCCCCn1nc(C(=O)OCC(=O)c2c(N)n(C)c(=O)n(C)c2=O)c2ccccc2c1=O	-1	-1	-4.0	2	-4	6	-13	-2	-10	12
N#Cc1ccccc1NC(=O)COC(=O)c1c[nH]c2ccccc12	-4	-3	-2.6	4	-2	1	-8	5	7	2
O=C(c1sccc1-c1ccccc1)N1CCN(S(=O)(=O)c2ccccc2F)CC1	-3	-6	1.2	-4	2	-2	-2	2	-9	4
O=c1oc2ccccc2n1CCc1ccccc1	-3	0	-1.4	-4	8	0	-3	0	-2	0
Cc1ccc(Cn2c(SCC(=O)N/N=C/c3ccc(C)o3)nc3ccccc32)cc1	3	-66	-0.6	10	4	-1	2	-16	-8	-6
COC(=O)CNC(=O)CSc1nnc(C)c(=O)[nH]1	1	3	-0.5	-3	-1	2	1	-1	-7	-7
COC(=O)C1=CNC=C(C(=O)OC)C1c1cccc(OC)c1	-1	0	-1.4	0	5	1	-4	1	-1	8
Cc1[nH]c(=O)[nH]c(=O)c1/C=C/C(=O)O	2	3	-1.5	-2	0	-3	2	28	0	-6
COc1ccc(OC)c(Nc2ncnc3ccc(Br)cc23)c1	1	-7	-0.5	0	0	1	20	4	-3	59*
COc1ccc(CN2CCC(C(N)=O)CC2)cc1OCc1ccccc1	5	-4	-0.9	-4	-4	8	5	8	-3	-1
Nc1nc(N2CCCCC2)nc(N2CCCCC2)n1	-1	1	-0.8	1	-4	0	-1	3	5	-7
CN=C1C=C/C(=N/N=c2\ccn(O)cc2C)C=C1C	0	-1	-26	2	1	-5	-6	-10	-4	8
O=C(Cn1c(=O)cnc2ccccc21)NNC(=O)c1ccc(Cl)cc1	-2	-5	1.1	2	-5	-3	7	7	8	-5
O=C(OCC(=O)N1CCCCCC1)c1ccc(Br)c(S(=O)(=O)N2CCOCC2)c1	0	2	-0.1	-1	3	2	8	2	-3	-1
COc1ccc(OCC(=O)N2CCc3ccccc3C2)cc1	-3	0	0.2	-1	3	3	11	-3	4	-1
COCC(C)NC(=O)c1cc(-c2ccc(O)cc2)on1 (stereo not given)	3	-3	1.2	1	-2	-3	3	2	-10	-2
N=c1c(S(=O)(=O)c2ccc(Cl)cc2)cc2c(=O)n3ccccc3nc2n1CCc1ccccc1	4	-6	2.1	0	1	-1	3	0	-4	3
Cc1cc(F)ccc1S(=O)(=O)N1CCCOC1CNC(=O)C(=O)NCc1ccccn1 (stereo not given)	0	12	1.5	-6	0	7	5	1	1	2
Cc1ccc(C(=O)N(c2ccccc2)C2CC(C)N(C(=O)c3ccco3)c3ccccc32)cc1 (stereo not given)	-1	-32	-1.9	-3	-1	-3	-15	-6	0	-1
CCOC(=O)NC(=O)C(=CNc1ccccc1C)C(=O)NC(=O)OCC	2	4	0.5	-2	-1	0	-3	-7	-10	-2
O=C1NC[C@H](Cc2ccc(O)cc2)N(CCc2cccc(F)c2)C1=O	17	.	1.0	2	64*	1	6	2	1	-3
Cc1ccc(CN2CCN(c3ccccc3)CC2)o1	1	-5	-1.4	2	0	0	26*	10	7	-4
COCCCn1c(SCC(=O)NC(C)(C)C)nnc1-c1ccccc1	-1	-3	1.1	-4	6	-3	-8	-1	-7	0
CCC(C)Sc1ccc([C@@H]2[C@H]3C(=O)N(CC)C(=O)[C@H]3[C@]3(C(=O)OC)CCCN23)cc1OC (stereo not given in full)	14	4	0.2	9	-9	1	-19	-9	-1	-4
CN(CC(=O)Nc1ccc(N2CCOCC2)cc1)C(=O)CC(c1ccccc1)c1ccccc1	5	3	1.0	1	-4	-6	-11	-4	2	2
O=C(Nc1cccc(C(F)(F)F)c1)OC1CC2CC1[C@H]1CCCCN1[C@H]2Cc1ccccc1 (stereo not given in full)	2	.	.	9	.	-1	-10	-4	-3	11
CCC1CCc2c(c3ccccc3[nH]c2=O)O1 (stereo not given)	0	-6	-0.1	3	4	-1	5	-3	0	-3
Cc1c(OCC(=O)NCc2ccncc2)ccc2c3c(c(=O)oc12)CCCC3	-2	2	-1.3	0	7	0	7	0	-2	2
Cc1cc(C)cc(CSCC(=O)NN=C2CCCCCC2)c1	3	-12	0.9	2	-4	0	-3	-9	3	2
Cn1c(=O)c2[nH]c(N=NNc3ccccc3F)nc2n(C)c1=O	0	5	-11	5	-10	2	-10	5	5	-3
CN1CCN(c2ccc(Cl)cc2NC(=O)/C=C/c2ccc(F)cc2)CC1	-1	0	-1.9	-6	-1	6	3	8	-2	2
O=C(NCCNc1ccc([N+](=O)[O-])cc1)c1cc(F)c(F)cc1Cl	3	.	1.9	1	-6	-1	4	-3	-1	-3
CSc1ccc(CN2CCC(C)(Oc3ccccc3)C2)cc1 (stereo not given)	-2	.	0.8	-1	8	-1	10	-5	0	4
O=C(CNC(=O)c1ccc(-c2ccccc2)cc1)OCc1c(F)cccc1Cl	3	5	0.6	1	0	3	-4	-7	0	-2
CCCCn1c(N)c(N(CCOC)C(=O)c2ccc(-c3ccccc3)cc2)c(=O)[nH]c1=O	0	-2	-1.8	0	8	5	6	5	-6	0
C=CCn1c(=O)c2c3c(sc2n2c(Nc4ccc(C(=O)OCC)cc4)nnc12)CCCC3	-2	-11	0.7	7	3	3	1	-3	-3	1
CCOC(=O)COn1c(SCC(=O)OCC)nc2ccccc2c1=O	1	2	1.6	-5	-3	0	10	4	-2	3
CCOC(=O)C1C(=O)OC(C)(C)C1C(C)C(=O)c1ccccc1 (stereo not given)	-2	-2	1.1	-2	4	-3	-4	-1	0	-2
Cc1nnc(NC(=O)c2ccc3c(c2)C(=O)N(CCC(C)C)C3=O)s1	-3	5	-0.2	1	1	-1	1	4	3	0
COc1ccc(Cn2cc(CN3CC(N4CCCC4)CS3(=O)=O)nn2)cc1 (stereo not given)	-2	.	-0.1	0	3	2	-9	3	0	3
CC(C)C(=O)Nc1nnc(SCC(=O)Nc2ccc3c(c2)OCCO3)s1	-1	-2	-0.4	-4	2	1	-8	0	1	-5
O=C(O)c1cccc(S(=O)(=O)N2CCCC(c3nc4c(nnn4Cc4ccccc4Cl)c(=O)[nH]3)C2)c1 (stereo not given)	-1	-6	-1.9	43*	7	0	9	10	-4	-4
O=C(Cc1cccs1)N(c1ccc(Cl)cc1)C1C=CS(=O)(=O)C1 (stereo not given)	4	-1	-1.4	1	9	2	5	-4	-3	14
CCCNC(=O)c1ccccc1NC(=O)COc1ccc(OC)cc1	0	-4	2.0	0	3	3	1	-5	-8	5
CCOc1ccc(CNS(=O)(=O)c2c(C)nc3scc(C)n3c2=O)cc1OC	-2	2	-1.6	1	7	0	-1	-3	5	-4

Compound profiles (already shown).
C[C@@H]1CN([C@@H](C)CO)C(=O)c2cc(C#Cc3ccccc3)cnc2O[C@H]1CN(C)C(=O)c1ccccc1F as listed: PRMT1 FP inh = 0; HTRA1 inhibitor = -10; PG9 binder = -0.7; rCAG binder = 2; TCR-CD3 inh = -4; LEDGF integ inh = -3; TDP2 absorb = 2; ABHD4 inh = -3; SIAE inh = -4; NR1D1 modulator = -3
CCc1ccccc1N=Nc1c(N)[nH]n(-c2ccccc2)c1=O as listed: PRMT1 FP inh = -2; HTRA1 inhibitor = .; PG9 binder = .; rCAG binder = 15; TCR-CD3 inh = .; LEDGF integ inh = 6; TDP2 absorb = -3; ABHD4 inh = 34*; SIAE inh = 12; NR1D1 modulator = 2

(continued)
molecule	PRMT1 FP inh	HTRA1 inhibitor	PG9 binder	rCAG binder	TCR-CD3 inh	LEDGF integ inh	TDP2 absorb	ABHD4 inh	SIAE inh	NR1D1 modulator
CCOC(=O)c1cnc(SCC(=O)OCC(=O)NC2CCS(=O)(=O)C2)nc1N (stereo not given)	-1	-2	-0.8	-2	-3	0	7	6	18*	-3
CC1(c2nnc(Cc3ccccc3)o2)CC(c2ccc(OC(F)(F)F)cc2)=NO1 (stereo not given)	-1	-12	0.3	-10	3	-4	-3	-4	-4	4
COc1ccc(C2/C(=C(/O)c3ccccc3)C(=O)C(=O)N2c2ccccn2)cc1 (stereo not given)	0	2	-2.2	2	-15	3	15	7	16	2
Cn1cnnc1SCC(=O)Nc1ccc2c(c1)CCC2	-4	4	-0.1	-1	8	-2	6	-2	-1	2
COc1cc(/C=C2/C(=O)NN(c3ccc(F)cc3)C2=O)cc([N+](=O)[O-])c1O	23*	10	-11	14	-1	-7	-17	27	5	1
CN(C)CCN1CCN(C2CN(Cc3cn(Cc4ccc(Cl)cc4)nn3)S(=O)(=O)C2)CC1 (stereo not given)	2	.	-0.1	3	10	4	6	0	4	-7
CN1CCN(C2=Cc3cc(Cl)ccc3Sc3cc(F)ccc32)CC1	-1	-18	-1.9	-4	0	1	-3	26	14	6
